Screening results as filed in PubChem.
P. falciparum M17LAP = P. falciparum M17LAP inhibitors, primary screen, biochemical, fluorogenic H-Leu-NHMec substrate, 1536-well (AID 1619) | actives 0.38% (n = 220,000) | inhibition, % at 30 µM; hits with a dose series show IC50 in µM | recombinant M17LAP, H-Leu-NHMec fluorogenic kinetic assay; higher % means a stronger effect;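 active = compound inhibiting the enzyme by more than half at any dose during confirmatory dose-response retesting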;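 note: plate controls were full reaction with DMSO carrier for no effect and no enzyme background for full effect; strong numbers were not always called active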
Dynein cargo inh = dynein cargo transport inhibition; actives 0.47% (n = 220,000); 3617.4 mouse cells, GR-EGFP nuclear translocation imaging; test concentration mostly 20 µM; stimulated with dexamethasone, 1 µM; active compounds read low; z-score, hits read low; AID 1381;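 active = plate z-score of nuclear minus cytoplasmic receptor signal below a set negative limit, without overly bright fluorescence or cell loss, cut at about -3.5 in these data, passing the limit was not always enough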;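 note: z-score of nuclear minus cytoplasmic ring GR-EGFP intensity difference per well; some compounds called inactive have numbers as strong as hits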
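Buffer or medium: tet-free, stripped-serum medium; reagent: dexamethasone at 1.0 µM final, 30 min; incubation: 48 h induction, 1 h compound, 30 min dex at 37 °C; measured by: formaldehyde fixation, Hoechst nuclear stain, 10x automated fluorescence imaging; read-out: nuclear-to-cytoplasmic GR-EGFP distribution per well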
Autophagy mod = autophagy modulation, high-content screen; calls only at 10 µM (by protocol); AID 463193; actives 0.98% (n = 190,000); MEF GFP-LC3 puncta imaging; test concentration mostly 10 µM;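 active = percentage of spot-positive cells more than 3 SD above its plate mean, without a fluorescence outlier flag or 80% toxicity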;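 note: spot-positive cell cutoff set from DMSO-treated cells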
P. falciparum M1AAP = malaria alanyl aminopeptidase activity blockers – biochemical, fluorogenic H-Leu-NHMec substrate, 1536-well (AID 1445). recombinant M1AAP, H-Leu-NHMec fluorogenic kinetic assay; higher % means a stronger effect. one-dose inhibition, % at 30 µM; IC50 in µM for titrated hits. actives 0.42% (n = 220,000);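 active = primary inhibition above the hit cutoff, then over 50% inhibition at one or more dose response concentrations, cut at about 23% in these data, passing the limit was not always enough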;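 note: plate controls were DMSO full reaction for no effect and no enzyme background for full effect; strong numbers were not always called active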
K1F lysis inhibition = inhibition of K1F phage lysis, E. coli UTI89, bacterial capsule biogenesis inhibitors, alamar blue (AID 488966) | actives 0.02% (n = 340,000) | inhibition, % at 100 µM, or IC50 in µM where a hit was titrated | E. coli UTI89 K1F phage lysis, alamar blue, 2 h; higher % means a stronger effect;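 active = phage lysis inhibition, versus mean bacterial control, above a set limit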;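 note: capsule biogenesis inhibitors block K1F phage lysis so surviving cells raise fluorescence; higher fluorescence means more inhibition of phage lysis; actives were called in the ten point dose series up to 300 µM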
b-catenin transl = alters nuclear translocation of beta-catenin in HeLa cells | immunofluorescence imaging | AID 1665 | actives 0.3% (n = 190,000) | nuclear translocation activity, % at 5 µM;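 active = nuclear translocation activity above 50% at 5 µM, with a well cell count of 50 or more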;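 note: per-cell ratio of nuclear to cytoplasmic median beta-catenin stain intensity; plate controls were DMSO negative control for no effect and GSK-3 inhibitor IX positive control for full effect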
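Test system: HeLa cells, endogenous beta-catenin; Compound: single 5 µM dose plus 0.02–20 µM confirmation series; Times: compound exposure 24 h at 37°C; Signal: fluorescence imaging of beta-catenin antibody stain plus DAPI; Read-out: % activation, nuclear-to-cytoplasmic median beta-catenin signal ratio per cell.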
Insulin prom up = MIN6 insulin promoter up-regulation; AID 1625; z-score at 5 µM; MIN6 insulin promoter-GFP reporter, high-content imaging; active compounds read high; actives 0.3% (n = 190,000);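 active = z-score above 3 at 5 µM with at least 500 cells counted in the well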
ER stress rescue = rescue of cells from ER stress-induced death, primary screen, 384-well, CSM14.1, thapsigargin, ATP luminescence (AID 1222) | CSM14.1 thapsigargin-induced death rescue, ATP luminescence; higher % means a stronger effect | one-dose cellular ATP content (survival), % at 20 µM; EC50 in µM for titrated hits | 190,000 tested, under 10 active;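 active = EC50 below 50 µM in the dose-response confirmation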;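 note: death triggered by thapsigargin at about 15 µM added after 2 h compound pretreatment; cell ATP read after overnight thapsigargin exposure of roughly 18 to 22 hours; normalized against plate controls of thapsigargin alone and 5% DMSO vehicle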
MT stabilize HCS = microtubule stabilization, imaging screen | HeLa tubulin immunostaining HCS, 24 h; share of cells brighter than vehicle mean+2SD | % tubulin-high responders, % at 10 µM | actives 0.83% (n = 200,000);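 active = plate Z-score above 3 for both tubulin-high and condensed-nucleus cell shares, with cell loss under 80%, at 10 µM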;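 note: anti alpha tubulin signal scored within the nucleus-defined area of each cell; some results filed as inactive read as strong as hits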
Dynein cargo inh cytoplasmic EGFP = recorded beside Dynein cargo inh, whose call it bears; z-score; measured here: cytoplasmic GR-EGFP intensity; active compounds read high
Dynein cargo inh nuclear GR-EGFP = further read-out of Dynein cargo inh, marked with its call; z-score; measured here: nuclear GR-EGFP intensity;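 lower value marks the stronger effect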
Dynein cargo inh cell count = second read-out of Dynein cargo inh, no call of its own (marks repeat the call); z-score; measured here: cell count per field
Insulin prom up cell count = second read-out of Insulin prom up, no call of its own (marks repeat the call); cell count; measured here: cytotoxicity, nuclei count;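 total cells summed across four imaged fields per well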
b-catenin transl cell count 5 µM = second read-out of b-catenin transl, no call of its own (marks repeat the call); cell count; measured here: cell count, cytotoxicity flag
MT stabilize HCS Hoechst-high % = also measured in MT stabilize HCS; calls as there; % Hoechst-high responders; measured here: nuclear condensation Hoechst responders;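 share of cells brighter than vehicle mean plus two SD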
MT stabilize HCS cytotoxicity % = second read-out of MT stabilize HCS, no call of its own (marks repeat the call); toxicity, %; measured here: cytotoxicity by cell density;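 0% = mean cell density of plate MIN control wells and 100% = no cells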
Autophagy mod cell loss 18 h = further read-out of Autophagy mod, marked with its call; toxicity, %; measured here: cell loss, nuclei count;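 cell loss after 18 h compound exposure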
Numbers without * were called inactive; i = inactive; . = not tested or not shown; [ ] = remark or other dose. An unsorted share of the library, and some 2.9% of all compounds hit somewhere here.

molecule,P. falciparum M17LAP,Dynein cargo inh,Dynein cargo inh cytoplasmic EGFP,Dynein cargo inh nuclear GR-EGFP,Dynein cargo inh cell count,Autophagy mod,Autophagy mod cell loss 18 h,P. falciparum M1AAP,K1F lysis inhibition,b-catenin transl,b-catenin transl cell count 5 µM,Insulin prom up,Insulin prom up cell count,ER stress rescue,MT stabilize HCS,MT stabilize HCS Hoechst-high %,MT stabilize HCS cytotoxicity %
O=C(Nc1ccnc(-c2ccncc2)n1)c1ccc(F)cc1,-1.3%,0.0558,-0.0594,-0.0199,-2,i,-5.2,-0.3%,3.1%,-1.4,989,0.48,848,.,3.3,3.8,3.2
CC(C)C(=O)OCCN=C1NS(=O)(=O)c2ccccc21,14.7%,0.561,-0.171,0.526,0.125,i,-6.2,5.0%,1.6%,.,.,0.01,1029,2.4%,1.5,2.2,1.4
Cc1cc([N+](=O)[O-])nn1CC(=O)N1c2ccccc2CC1C (stereo unspecified),-16.1%,-0.177,-0.106,-0.068,0.296,i,10.8,7.1%,2.2%,.,.,0.23,1413,10.6%,2.4,3.0,1.0
COc1ccc(O)c(C2=Nc3ccccc3N=C(c3cccs3)C2)c1,7.7%,0.335,-0.0843,0.0825,-0.492,i,-12.1,9.6%,1.2%,-1.5,929,0.37,1135,-0.1%,6.3,2.6,11.4
O=C(O)c1ncc(-c2ccccc2)cn1,7.2%,-0.473,-0.199,-0.307,0.836,i,-14.0,-2.5%,0.0%,-3.3,989,0.16,1200,2.6%,1.1,1.9,5.9
Cc1ccc(S(=O)(=O)n2nccc2-c2c(-c3ccccc3)noc2C)cc1,-5.7%,-0.0624,-0.288,-0.251,0.21,.,.,5.1%,.,-0.5,1190,-0.06,1402,.,.,.,.
Cc1ccc(-n2c(C)cc3c2CCCC3=O)cc1,1.0%,-0.629,-0.204,-0.693,1.19,i,-6.9,2.3%,8.7%,-1.8,1056,-1.03,1314,.,4.7,3.4,5.1
CC[C@@H](C)C(C(=O)N1CCN(C(=O)OC(C)(C)C)CC1)n1cc(-c2cn([C@@H](C)C(=O)N3CCN(C(=O)OC(C)(C)C)CC3)nn2)nn1 (stereo partly specified),6.3%,-0.403,-0.748,-0.108,0.624,.,.,8.8%,-0.6%,-0.6,1317,0.58,1016,.,.,.,.
O=C(NC1CCCC1)C(c1ccco1)N(Cc1ccccc1)C(=O)c1csnn1 (stereo unspecified),-6.5%,1.02,2.02,1.79,-4.34,i,0.4,10.5%,0.5%,.,.,-0.52,1263,.,3.4,0.1,18.5
CS(=O)(=O)c1ccc(SCC(=O)NC2CCS(=O)(=O)C2)c([N+](=O)[O-])c1 (stereo unspecified),-2.2%,-0.145,-0.35,-0.215,0.396,i,-0.2,3.7%,0.9%,-0.7,1108,0.11,1325,-0.9%,8.7,0.7,5.9
Cc1c(/N=C/c2ccco2)n(Cc2ccccc2)c2ccccc12,-6.3%,-0.55,-0.19,0.0313,0.0326,i,7.6,10.3%,0.0%,.,.,.,.,0.9%,4.7,2.9,6.9
Cc1cc(Br)ccc1NC(=O)CN1C(=O)CCC1=O,22.0%,-0.713,0.352,-0.107,1.06,i,29.0,-4.3%,0.7%,-0.2,1049,-0.7,842,-2.6%,2.1,1.5,6.5
COc1cccc(C(=O)N(CN2CCCC2=O)c2ccccc2OC)c1,2.0%,0.352,-0.182,0.353,0.358,i,3.4,4.0%,0.3%,-0.8,1368,-0.36,1423,-0.5%,2.1,4.4,6.1
COCCCNc1nc2c(c(=O)[nH]c(=O)n2C)n1CCCc1ccccc1,-3.8%,0.405,-0.176,0.476,-0.443,i,3.3,-3.1%,0.1%,-3.5,1030,.,.,-0.7%,3.0,1.6,3.0
O=C(NCCC1=CCCCC1)C1CCN(C(=O)Nc2ccccc2)CC1,-6.7%,0.302,-0.222,0.868,0.737,i,-2.7,-0.7%,0.4%,0.8,973,0.42,777,.,2.5,2.5,12.4
CC1=C(C(=O)Nc2ccccn2)C(c2ccc3c(c2)OCO3)C2=C(CC(C)(C)CC2=O)N1 (stereo unspecified),-9.4%,-0.359,-0.228,-0.0272,-0.0742,i,-3.3,13.4%,i,-0.7,1061,-0.76,1362,-1.2%,4.0,3.6,0.3
CN1C[C@@H]2C(c3ccccc3)C3(c4ccc(C#N)cc4)CC2(C3)[C@H]1c1ccccc1 (stereo partly specified),4.2%,-0.233,-0.786,-0.164,0.0672,.,.,-0.2%,-0.2%,1.3,1302,-1.54,701,.,.,.,.
O=C(c1ccc(S(=O)(=O)N2CCCCC2)cc1)N1CCN=C1SCc1cccnc1,-0.2%,0.497,-0.0671,0.494,-0.459,i,5.3,4.0%,4.0%,.,.,0.99,926,1.1%,5.8,3.4,5.6
COc1cc(C(=O)NCc2cccc3ccccc23)cc(Cl)c1OC,-3.0%,1.16,-0.185,1.66,-1.52,i,14.9,8.0%,0.7%,1.3,1354,0.51,1515,-1.4%,1.8,1.6,11.3
Fc1ccc(NC(=S)NCCN2CCOCC2)c(F)c1F,0.1%,1.34,1.21,1.49,-1.36,i,34.7,-2.2%,0.5%,0.3,1072,-0.24,1551,-0.1%,2.3,0.9,6.5
O=C(Oc1cccc(Oc2ccccc2)c1)N1CCOCC1,-11.9%,-0.774,-0.266,-0.138,0.755,i,10.4,-0.1%,0.1%,-1.2,1060,0.36,1785,-4.2%,2.6,0.4,17.0
O=C(N=c1ccn(-c2nc3ccccc3nc2NS(=O)(=O)c2ccccc2)cc1)c1cccs1,-7.5%,-0.421,-0.287,-0.459,0.784,i,-5.2,2.8%,-0.1%,-0.1,939,1.09,1448,8.7%,4.8,4.4,5.4
O=C1CN(C(=O)CNCc2ccccc2Cl)c2ccccc2N1,0.6%,-0.488,1.13,-0.0847,0.308,.,.,-3.5%,0.7%[50 µM],-0.9,1080,0.82,1284,.,.,.,.
O=C(CC(Nc1ccccc1)c1ccc(F)cc1)c1ccccc1 (stereo unspecified),-4.8%,0.0679,-0.135,0.227,-0.809,i,8.1,-1.3%,-0.4%[50 µM],0.6,1075,-0.09,1290,0.3%,3.8,2.6,5.1
CC(C)CC(CC(C)C)=NNC(=O)c1ccc(CSc2nncn2C)cc1,13.7%,0.355,-0.252,0.397,-0.196,i,-1.2,7.4%,0.2%,-2.1,1089,0.03,1180,-0.3%,3.8,1.9,7.1
CNC(=O)CSc1nnc(C2CC2)n1-c1ccccc1,-9.4%,-0.674,0.00553,-0.185,0.414,i,-7.0,-1.6%,0.4%,-0.8,1171,0.15,1393,1.6%,3.6,1.9,5.6
COc1cc2c(cc1O)CC[C@@H]1[C@@H]2CC[C@]2(C)[C@@H](O)CC[C@@H]12,-0.7%,.,.,.,.,.,.,0.9%,5.5%,19.5,730,-0.38,897,-4.1%,.,.,.
CCOC(=O)c1c(N2CCCCC2)c2ccccc2[nH]c1=O,-2.7%,0.249,0.0188,0.311,0.1,i,28.1,4.7%,0.0%,1.2,1183,0.26,876,-2.6%,1.7,2.0,12.2
O=C(Nc1ccon1)c1cccc(Cl)c1,-1.9%,-0.819,-0.255,-0.218,0.901,i,7.9,4.6%,3.8%,.,.,0.12,1284,-1.7%,1.5,1.3,3.8
Cc1c(/C=N/NC(=O)c2cc(=O)[nH]c(=O)[nH]2)c2ccccn2c1C(=O)c1ccccc1,22.3%,1.53,0.122,1.93,-0.585,i,-14.3,9.1%,2.3%,-1.4,1242,.,.,0.1%,2.0,1.3,4.1
CC(C(=O)Nc1cc([N+](=O)[O-])ccc1Cl)N1CCN(c2ccccc2)CC1 (stereo unspecified),14.1%,0.488,-0.303,0.139,-0.337,i,-2.0,3.2%,0.3%,0.6,1085,-0.62,1378,0.7%,1.8,1.5,3.1
COc1cc(C2C(C(=O)OCCC#N)=C(C)NC3=C2S(=O)(=O)c2ccccc23)cc(OC)c1OC (stereo unspecified),11.5%,2.37,-0.102,1.93,-2.76,i,-16.5,2.2%,-0.1%,-2.5,1383,-0.41,1613,2.2%,1.7,1.3,5.9
CCOc1ccc(Oc2ccc(S(=O)(=O)N3CCOCC3)cc2N)cc1,1.2%,-0.199,-0.152,0.203,-0.257,i,6.2,-1.6%,0.4%,-2.3,1063,-0.79,1166,-2.0%,6.2,1.8,7.0
O=C1C(c2ccc(F)cc2)N(Cc2ccc3c(c2)OCO3)C(=O)CN1C1CCCCCC1 (stereo unspecified),1.7%,1.54,-0.323,1.06,-0.581,i,-3.2,-3.8%,-0.3%,.,.,.,.,0.6%,1.7,1.7,5.3
CC(NC(=O)Cc1ccccc1F)c1ccc(F)cc1 (stereo unspecified),8.5%,-0.045,-0.204,0.0229,0.15,i,-9.1,4.6%,0.8%,0.8,1006,-0.22,1682,-1.3%,3.9,2.1,0.4
O=C(C[n+]1cccc(CNC(=O)c2ccc(OC(F)F)cc2)c1)c1ccccc1,-4.2%,-0.0812,-0.281,0.155,0.661,i,2.7,0.4%,0.2%,-3.1,1122,0.3,1642,-0.1%,3.7,1.6,9.9
CC1=CC(C)(C)Nc2ccc(Cc3ccc4c(c3)C(C)=CC(C)(C)N4)cc21,3.9%,2.72,-0.178,1.07,-1.61,.,.,6.8%,0.0%,8.5,921,.,.,.,.,.,.
